SR-BI uptake up = activators of SR-BI mediated DiI-HDL uptake, primary screen, ldlA[mSR-BI] CHO cells, DiI fluorescence; 3 h; 100 = double the neutral-control signal; activation, % at 12.5 µM; 320,000 tested, 0.096% active;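 active means mean replicate activation of at least 60% and every replicate at or above 60%; inconclusive means mean or all-replicate condition met, but not both; inactive means mean below 60% and not all replicates reaching 60%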;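 further: 0% = median plate neutral-control signal and 100% = twice that signal; values of inactives mirror those of a sister screen read the other way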
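Test system: SR-BI-overexpressing, LDLR-lacking CHO cells. Measured by: DiI fluorescence, bottom read. Medium: Ham's F12 with 0.5% BSA, HEPES 25 mM, pH 7.4. Timing: 3 h uptake period with compound, 37 °C.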
cardiac RTF act = cardiac RTF calcium sensitivity activators, primary screen, biochemical, IANBD-TnC fluorescence, EC20 calcium | Troponin I, cardiac muscle (Homo sapiens) + Troponin T, cardiac muscle (Homo sapiens) + … | IANBD-labeled TnC RTF fluorescence at EC20 calcium; 0% EC20 calcium, 100% full calcium | activation, % at 7.2 µM | 340,000 tested, 0.24% active | AID 493008, 2010;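 active means activation above the mean over all tested compounds plus 3 SD, cut at about 30% in these data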;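 further: rise in fluorescence read as greater calcium sensitivity of cardiac thin filaments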
dFosB act = activators of delta FosB homodimer, primary screen, biochemical, fluorescence polarization, TAMRA-CDK5 oligo, single point. Protein FosB (Mus musculus), P13346. purified delta FosB; percent of positive-control signal above neutral wells. activation, % at 25 µM. 340,000 tested, 0.99% active;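 active means mean activation above about 17%, with every replicate also reaching it, limit read from the data, passing the limit was not always enough; inconclusive means only one of the two conditions met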;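 further: fluorescence polarization rise as delta FosB binds a TAMRA Cdk5 AP-1 oligo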
MITF act = activators of MITF-driven TRPM1 promoter reporter, primary screen, cell-based, SK-MEL-5, luciferase, single point | SK-MEL-5 TRPM1-promoter luciferase, 24 h; % of positive control, neutral wells = 0 | activation, % at 12.5 µM | 300,000 tested, 0.75% active;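 active means mean activation of at least 80% with every replicate also reaching 80%; inconclusive means mean reaches 80% but some replicate falls short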;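 further: 0% = neutral control wells and 100% = parthenolide positive control wells; values of inactives mirror those of a sister screen read the other way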
Rtt109 Vps75 = inhibitors of C. albicans Rtt109/Vps75 HAT, primary screen, biochemical, ThioGlo CoA-SH fluorescence, plate reader; Histone acetyltransferase RTT109 (Candida albicans (strain SC5314 / ATCC MYA-2876)), …; purified Rtt109/Vps75, 4 h; inhibition, % at 34.9 µM; 330,000 tested, 0.16% active; AID 540336, 2011;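 active means inhibition of at least 50% in every replicate; inconclusive means best replicate reaches 50% inhibition but some replicates fall short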
Target sequence (Q5AAJ8 whole entry, looked up): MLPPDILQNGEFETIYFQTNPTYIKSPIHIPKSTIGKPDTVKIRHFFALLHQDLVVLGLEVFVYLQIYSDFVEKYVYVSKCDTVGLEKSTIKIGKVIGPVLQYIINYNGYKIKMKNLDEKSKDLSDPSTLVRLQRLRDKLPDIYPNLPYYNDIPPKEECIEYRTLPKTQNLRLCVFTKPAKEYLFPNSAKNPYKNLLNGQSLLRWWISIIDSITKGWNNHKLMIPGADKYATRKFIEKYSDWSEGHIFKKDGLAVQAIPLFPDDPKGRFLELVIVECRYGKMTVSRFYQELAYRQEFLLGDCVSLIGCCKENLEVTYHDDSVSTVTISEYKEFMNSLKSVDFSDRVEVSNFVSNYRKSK
Wnt act = Wnt/beta-catenin pathway activators, primary screen, cell-based, plate reader, single point; Wnt/beta-catenin reporter cell assay, activator; 300,000 tested, 1.2% active; activation, % at 9.35 µM; AID 743398, 2014; in the data active means activation above about 30%, passing the limit was not always enough; inconclusive means no clear call, values can overlap the other calls;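 further: 0% = neutral control wells and 100% = positive control wells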
PvdQ acylase = P. aeruginosa PvdQ acylase inhibitors, primary screen, biochemical, fluorescence, plate reader and imaging, single point; PvdQ acylase [Pseudomonas aeruginosa LESB58]; purified PvdQ acylase; inhibition, % at 10 µM; 340,000 tested, 0.063% active; AID 488965, 2010; in the data active means inhibition above about 30%, passing the limit was not always enough; inconclusive means no clear call, values can overlap the other calls;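 further: 0% = vehicle neutral wells and 100% = reference inhibitor wells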
SR-BI DiI inh = inhibitors of SR-BI mediated HDL lipid uptake, primary screen, ldlA[mSR-BI] cells, fluorescence, single point; ldlA[mSR-BI] CHO cells, DiI-HDL uptake fluorescence, 3 h; inhibition, % at 12.5 µM; 320,000 tested, 0.96% active; AID 488896, 2010;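 active means mean replicate inhibition of at least 70% and a set share of replicates each scoring 70 or more; inconclusive means meets just one of the two criteria; inactive means fails both criteria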;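 further: 0% = median of neutral control wells and 100% = median of positive control wells; values of inactives mirror those of a sister screen read the other way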
HTR5A ag = HTR5A agonists in luminescence cell assay, primary screen, counter-screen for OPRM1-OPRD1 heterodimer agonist project, full-deck HTS; cell-based; activation, % at 9.3 µM; 340,000 tested, 0.61% active; AID 504692, 2011; in the data active means activation mostly above about 9.5%, no sharp cut-off; inactive means mostly below about 7.6%;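 further: 0% = cells with vehicle only and 100% = reference agonist; strong numbers were not always called active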
CDK5 p35 inh = inhibitors of human CDK5/p35 kinase, primary screen, biochemical, single concentration; Recombinant CDK5/p35, ADP-Glo luminescence, 60 min; Cyclin-dependent kinase 5 (Homo sapiens) + Cyclin-dependent kinase 5 activator 1 (Homo …; AID 488839, 2010; inhibition, % at 10 µM; 330,000 tested, 0.01% active;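 active means highest replicate inhibition of at least 50% and at least 75% of replicates reaching 50%; inconclusive means only one of the two criteria met; inactive means both criteria failed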;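 further: plate controls were DMSO neutral control for no effect and GW8510 at 10 µM for full effect; many of its hits are not listed in these tables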
Target sequence (Q00535 whole entry, looked up): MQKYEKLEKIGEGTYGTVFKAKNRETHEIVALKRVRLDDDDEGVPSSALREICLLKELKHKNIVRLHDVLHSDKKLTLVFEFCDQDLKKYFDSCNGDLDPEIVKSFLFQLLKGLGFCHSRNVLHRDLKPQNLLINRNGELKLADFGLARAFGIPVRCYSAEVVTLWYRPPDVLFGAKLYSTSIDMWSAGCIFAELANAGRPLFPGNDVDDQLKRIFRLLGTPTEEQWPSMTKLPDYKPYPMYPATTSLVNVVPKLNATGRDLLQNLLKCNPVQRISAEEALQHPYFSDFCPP
Target sequence (Q15078 whole entry, looked up): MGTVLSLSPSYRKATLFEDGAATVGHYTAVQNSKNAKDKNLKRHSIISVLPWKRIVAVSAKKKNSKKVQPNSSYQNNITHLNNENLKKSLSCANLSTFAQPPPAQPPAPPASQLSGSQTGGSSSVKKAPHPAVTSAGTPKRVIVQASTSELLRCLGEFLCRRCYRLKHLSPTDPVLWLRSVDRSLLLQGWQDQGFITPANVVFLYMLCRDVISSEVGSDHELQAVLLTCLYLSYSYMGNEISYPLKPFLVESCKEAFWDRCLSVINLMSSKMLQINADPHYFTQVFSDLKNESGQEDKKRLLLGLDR
An asterisk follows results filed as active; i = inactive; ? = inconclusive; · = no result given.

SMILES	SR-BI uptake up	cardiac RTF act	dFosB act	MITF act	Rtt109 Vps75	Wnt act	PvdQ acylase	SR-BI DiI inh	HTR5A ag	CDK5 p35 inh
COc1ccc(N2CCN(C(=O)CCc3ccc(S(=O)(=O)NCC(C)C)cc3)CC2)cc1	-41	-3	-12	-19	13	-6	-1	41	0	-0.1
CCN(C(=O)COC(=O)/C=C/c1ccccc1)C1CCCCC1	-8	0	-4	-7	-1	-1	-10	8	0	-0.8
COc1nc(OC)nc(N2CCC(C(=O)NCc3cccs3)CC2)n1	8	2	0	-8	-14	·	-13	-8	1	-5.9
c1ccc(-c2onc(-c3ccco3)c2-c2ccc3[nH]ccc3c2)cc1	-3	3	4	47	2	5	-4	3	0	-0.4
Cc1cccc(C)c1NC(=O)C(=O)NCc1ccccn1	23	0	0	·	1	·	-8	-23	3	0.8
CCOc1ccc(CCNC(=O)C2CCN(C(=O)N(C)C)CC2)cc1OCC	15	3	1	3	-4	·	-7	-15	-3	2.8
O=C1c2cc(N3CCCC3)c([N+](=O)[O-])cc2C(=O)N1c1ccccc1	·	0	6	12	-6	·	-5	·	-2	-0.5
Cc1ccc(NC(=O)CCC(=O)NNC(=S)Nc2ccc(F)cc2F)cc1C	-6	3	-6	-9	6	-1	-16	6	-1	0.3
COc1ccc(CNS(=O)(=O)c2ccc(-n3cnnn3)c(C)c2)cc1	·	0	0	-17	1	0	-11	·	7	-0.2
O=C(CCC(=O)NC1CC1)Nc1nnc(C2CCCCC2)s1	-5	-6	-2	7	8	·	-6	5	2	-0.4
O=C(NCC1CCCN(Cc2cccc(F)c2)C1)c1cccc2ccccc12 (stereo not drawn)	-1	1	-6	1	15	0	-3	1	4	-0.4
CN(C#N)c1nc(Cl)nc(Nc2cccc(Cl)c2)n1	20	-3	-1	-9	-8	-6	-5	-20	3	-1.0
CCN(C(=O)Cn1cnc2c1c(=O)n(C)c(=O)n2C)C1CCCCC1	2	-2	-2	-5	-1	0	4	-2	·	-1.0
CC(=O)N/C(=C\c1ccccc1)C(=O)OCc1ccc(C)cc1	17	-4	-13	-1	0	2	-13	-17	3	0.3
Cc1ccc(S(=O)(=O)NCCc2nc3ccccc3[nH]2)cc1	·	2	-1	1	7	3	-1	·	-4	-0.4
Cc1nc(SCC(=O)Nc2cc(C)on2)c2c(=O)n(C)c(=O)n(C)c2n1	-8	-1	-2	·	8	5	-5	8	-2	1.6
CCNC(=O)c1cc(Cl)ccc1OC	24	3	-5	9	-5	-2	-14	-24	8	-1.1
COc1cccc(N2CCN(c3ncnc4c3cnn4-c3ccc(C)cc3C)CC2)c1	-9	-2	-6	-67	6	-6	-3	9	-2	-0.2
CCOC(=O)c1[nH]c(C)c(C(=O)/C=C/c2ccc(C(=O)O)cc2)c1C	3	1	1	4	14	27	1	-3	-1	2.7
CSc1ccc(/C=C(/NC(=O)c2ccco2)C(=O)NCc2ccco2)cc1	-1	-3	3	3	4	3	-3	1	-2	0.5
COc1ccc2cc(C(=O)N(C)CC(=O)Nc3ccccc3Br)ccc2c1	-11	-2	-2	51	-4	42*	-2	11	-7	0.1
COc1ccc(C2=NN(C(=O)c3ccccc3)C(c3ccccc3)C2)c(O)c1 (stereo not drawn)	6	0	0	0	0	-4	-8	-6	1	-0.4
COc1ccc(-c2nc(CN3CCC(C(=O)N4CCOCC4)CC3)c(C)o2)cc1OC	-2	4	-4	3	-19	1	-14	2	2	-1.9
O=C(O)c1ccccc1C(=O)N(Cc1ccccc1)Cc1ccccc1	37	-2	4	-7	17	·	12	-37	2	-3.3
Cc1c(C)[n+](=O)c(C)c(C)n1[O-]	23	-8	-2	8	1	0	-3	-23	-1	-0.3
CN(/C(=N/S(=O)(=O)c1cccs1)c1ccccc1)c1ccccc1	4	-1	-16	-3	-1	·	-26	-4	-6	-7.6
CC(=O)N1c2ccc(S(=O)(=O)N3CCCC(C(=O)N4CCC(C)CC4)C3)cc2CC1C (stereo not drawn)	1	-1	-7	-8	9	-4	5	-1	1	1.0
O=C(CC1NCCNC1=O)Nc1ccc(Cl)c(Cl)c1 (stereo not drawn)	4	1	2	16	-6	·	-21	-4	2	1.0
COc1ccc(-c2ccc(N)[n+](CCCC(=O)O)n2)cc1	0	i	2	2	-17	0	2	0	-2	1.6
CO/C=C/C#CC1(O)CCN(C)CC1	26	-1	4	·	-5	-2	-2	-26	-1	-0.8
CC1Cn2c(nnc2-c2cccc(N)c2)S1 (stereo not drawn)	5	4	2	-11	-6	-9	-5	-5	0	1.1
CCOC(=O)c1ccccc1NC(=O)CN(c1cccc(OC)c1)S(C)(=O)=O	-4	0	-6	5	-7	-6	-11	4	3	1.0
COC(=O)c1c(NC(=O)c2ccco2)sc(C(=O)Nc2ccc(F)cc2)c1C	-37	2	-10	109*	-1	25	-12	37	8	-3.7
COc1ccccc1NC(=O)Nc1nnc(Cc2ccc(F)cc2)s1	-25	-1	-2	·	2	0	-12	25	1	0.7
COc1ccc(CN2CCN(Cc3cn(C)nc3-c3ccccc3)CC2CCO)c(C)c1C (stereo not drawn)	13	-3	-14	-5	-8	0	14	-13	5	-0.3
CC(C)NC(=O)c1cc2nc(-c3ccco3)cc(C(F)(F)F)n2n1	-1	2	-5	3	-1	-1	12	1	3	0.2
N=C(N)SCc1ccc(Cl)c2ccccc12	-7	5	-3	8	-2	5	-17	7	4	-0.7
O=C(NC(Cc1cccc(F)c1)C(=O)O)C1CCCCC1 (stereo not drawn)	-2	-1	5	10	1	4	1	2	5	-0.9
COc1ccc(CN(C)C(=O)c2cccc(Oc3ccccc3)c2)c(OC)c1OC	-13	-9	-18	1	8	-5	-6	13	4	0.2
COc1ccc(-c2nnc(SCC(=O)NC(=O)Cc3ccccc3)n2C)cc1	-5	7	-1	3	-4	1	-8	5	2	-0.8
CSCCC(NC(=O)COc1ccccc1)C(=O)N(C)Cc1ccc(SC)cc1 (stereo not drawn)	9	-3	-8	2	-2	6	-7	-9	-1	-0.6
COc1cc(C=O)ccc1OS(=O)(=O)c1ccc(NC(C)=O)cc1	4	8	-8	0	-6	0	-6	-4	2	1.0
CC(C)NC(=O)c1ccccc1NC(=O)C1CCCO1 (stereo not drawn)	7	-5	1	6	3	·	-12	-7	6	-0.3
CCN1C(=O)[C@H]2[C@@H](c3ccc(-c4cccc(Cl)c4)c(OC)c3)N[C@@](C)(C(=O)OC)[C@H]2C1=O	-18	-4	0	-8	8	-1	12	18	4	0.6
Cc1nn2cc(-c3ccccc3)nc2[nH]c1=O	14	-2	-1	-1	-1	·	-2	-14	0	-1.8
COc1cc(/C=C\C(=O)NCc2ccc3c(c2)cc(C)n3C)cc(OC)c1OC	-78	-1	-7	·	-2	-9	-5	78*	2	0.2
O=C(NCC1CCCO1)c1cnn2c1NC(c1ccccc1)CC2C(F)(F)F (stereo not drawn)	-3	3	-3	1	8	·	-15	3	0	-0.4
O=C(COC(=O)c1ccccc1)Nc1ccc2[nH]c(=O)[nH]c2c1	4	-4	-2	0	-1	-2	-8	-4	-2	-0.3
O=c1nc(Nc2ccc(OCc3ccccc3)cc2)sc2ncccc12	-5	-1	20*	-3	-11	-6	-4	5	2	0.3
O=[N+]([O-])c1ccc2nc(CCCc3nc4ccc([N+](=O)[O-])cc4[nH]3)[nH]c2c1	3	-5	-4	5	2	0	6	-3	-3	-0.5
CC1(c2ccc(Cl)cc2)NC(=O)N(CC(=O)N2CCc3ccccc32)C1=O (stereo not drawn)	-18	4	-7	-10	-4	-2	-8	18	-1	-5.2
Cc1[nH]c(=O)[nH]c(=O)c1NS(=O)(=O)c1ccc2c(c1)CCCC2	-6	-4	-1	-17	4	-4	9	6	2	3.5
NS(=O)(=O)c1ccc(N=Nc2ccc(O)c3ncccc23)cc1	-17	-14	-9	-33	16	5	9	17	-6	1.3
N#Cc1cn(Cc2ccco2)c(=O)[nH]c1=O	-1	2	2	-8	1	1	1	1	-1	0.3
COc1cc2c(cc1OC)C(c1ccccc1OC(C)C)CC(=O)N2 (stereo not drawn)	1	-2	-3	·	-6	0	-21	-1	8	-1.3
Cc1ccc(NC(=O)CSc2n[nH]c(N)n2)cc1S(=O)(=O)N1CCOCC1	-5	-1	4	21	3	-1	-10	5	4	-1.7
COc1ccc(CC(=O)NCC2CCCN(Cc3cccc(C(F)(F)F)c3)C2)cc1 (stereo not drawn)	6	9	-14	·	-19	-1	-6	-6	-4	-0.2
Cc1ccc(-c2n[nH]c(=S)n2/N=C/c2sccc2C)cc1	9	2	?	-5	8	3	-14	-9	-3	-0.3
COc1ccc(S(=O)(=O)c2c[nH]c(=S)[nH]c2=O)cc1Cl	7	12	-1	-11	0	-1	3	-7	-3	1.4
CCn1ncc(Br)c1C(=O)Nc1ccc(Cl)cn1	-4	5	2	4	?	-3	1	4	-2	-2.8
Next part.
SMILES	SR-BI uptake up	cardiac RTF act	dFosB act	MITF act	Rtt109 Vps75	Wnt act	PvdQ acylase	SR-BI DiI inh	HTR5A ag	CDK5 p35 inh
Cc1cc(C)cc(N(CC(=O)NCc2ccc(F)cc2)C(=O)CCC(=O)Nc2ccccn2)c1	·	-6	-12	-2	-4	-2	-9	·	-1	-1.3
Cc1ccc(C)c(NC(=O)CCC(=O)N/N=C/c2ccc3c(c2)OCO3)c1	-16	5	6	36	-1	·	-9	16	1	0.6
CCn1nccc1C(=O)Nc1cc(Cl)cc(Cl)c1	-14	-3	-17	-13	-1	1	-4	14	4	-1.7
Cc1ccc(-c2ccc(CCC(=O)O)n2-c2ccc(C(=O)O)cc2)cc1	18	-7	3	-3	·	0	2	-18	2	0.5
COc1cccc(C(=O)Nc2ccc(N3CCN(C(=O)c4ccco4)CC3)cc2)c1	-36	0	-7	-5	-2	-2	4	36	-2	-0.7
Cc1onc(-c2ccccc2)c1C(=O)NNC(=O)c1ccccc1	5	0	-8	1	-7	-1	-9	-5	-5	-0.4

An excerpt from above in order of the PvdQ acylase value, high to low.
| mol | PvdQ acylase |
| --- | --- |
| COc1cccc(C(=O)Nc2ccc(N3CCN(C(=O)c4ccco4)CC3)cc2)c1 | 4 |
| CCn1nccc1C(=O)Nc1cc(Cl)cc(Cl)c1 | -4 |
| Cc1ccc(C)c(NC(=O)CCC(=O)N/N=C/c2ccc3c(c2)OCO3)c1 | -9 |
